# Source: PubChem BioAssay (NCI)
# All columns: NCI-60 one-dose screen, growth in % after 48 h at 10 µM unless noted; 100 = growth as untreated, 0 = no growth, -100 = all killed.
# NCI/ADR-RES – NCI/ADR-RES ovarian cells; AID 1794790; actives 4.4% (n = 81,000)
# NCI-H460 – NCI-H460 lung cancer; actives 6.8% (n = 82,000); AID 1794736
# SK-OV-3 – SK-OV-3 ovarian cancer cells; actives 3.2% (n = 80,000); AID 1794785
# NCI-H23 – NCI-H23 lung cancer | actives 4% (n = 80,000) | AID 1794731
# NCI-H322M – NCI-H322M lung cancer | actives 2.7% (n = 80,000)
# COLO 205 – COLO 205 colon cancer; actives 7.3% (n = 79,000); AID 1794742
# NCI-H226 – NCI-H226 lung cancer; actives 3.5% (n = 79,000); AID 1794732
# IGROV1 – IGROV1 ovarian cancer; AID 1794786; actives 4.7% (n = 79,000)
# NCI-H522 – NCI-H522 lung cancer. actives 8% (n = 78,000). AID 1794739
# * = called active by the depositor; . = not tested or not shown; & = joins results of further samples. The calls were made as follows: active = growth percent below 10; inactive = the rest.
1: CCN(CC)CCCC(C)Nc1c(-c2ccccc2)cnc2cc(Cl)ccc12 (centres undefined)
2: COCCNC(=O)Cc1c(-c2ccccc2)oc2cc(OC)c(OC)c(OC)c12
3: O=Cc1ccc(O)c(O)c1
4: C/C(Cc1ccccc1)=N\NC(N)=S
5: CCCCCCCOc1ccc(C(=O)CCN2CCOCC2)cc1
Compound	1	2	3	4	5
NCI/ADR-RES	80	103	93	63	98
NCI-H460	76	116	99	103	101
SK-OV-3	90	106	.	107	112
NCI-H23	73	98	100	83	89
NCI-H322M	97	106	104	102	98
COLO 205	85	120	95	101	120
NCI-H226	115	106	96	113	94
IGROV1	36	108	89	99	100
NCI-H522	50	97	84	95	94

# Taken from above:
# NCI-H322M, entry 2 is entered as 106
# SK-OV-3, entry 4 is entered as 107
# NCI-H226, entry 3 is entered as 96

# (more compounds)
6: CN(C)c1nc(-c2ccco2)n2nc(-c3ccco3)cc2n1
7: CC(=O)OC(COC(c1ccccc1)(c1ccccc1)c1ccccc1)Cn1cnc2c1c(=O)n(C)c(=O)n2C (centres undefined)
8: Cc1ccc(NC(=O)C23CC(CN4CCN(C)CC4)(C2)C3)cc1Nc1nccc(-c2cccnc2)n1
9: COc1ccc(C2=Nn3c(nnc3-c3cc(OC)ccc3OC)SC2)cc1
10: C=Cc1cc2oc3ccccc3c(=O)c2c(O)c1-c1cc(OC)c2cc(CCC)n(C)c(=O)c2c1O
Compound	6	7	8	9	10
NCI/ADR-RES	91	88	105	120	102
NCI-H460	95	96	103	110	107
SK-OV-3	99	107	112	100	83
NCI-H23	88	92	96	110	94
NCI-H322M	94	86	101	107	89
COLO 205	116	123	107	104	106
NCI-H226	87	94	96	96	82
IGROV1	72	89	113	106	90
NCI-H522	95	85	95	74	91

# A different layout for five compounds above.
item	canonical_smiles	NCI/ADR-RES	NCI-H460	SK-OV-3	NCI-H23	NCI-H322M	COLO 205	NCI-H226	IGROV1	NCI-H522
6	CN(C)c1nc(-c2ccco2)n2nc(-c3ccco3)cc2n1	91	95	99	88	94	116	87	72	95
8	Cc1ccc(NC(=O)C23CC(CN4CCN(C)CC4)(C2)C3)cc1Nc1nccc(-c2cccnc2)n1	105	103	112	96	101	107	96	113	95
9	COc1ccc(C2=Nn3c(nnc3-c3cc(OC)ccc3OC)SC2)cc1	120	110	100	110	107	104	96	106	74
10	C=Cc1cc2oc3ccccc3c(=O)c2c(O)c1-c1cc(OC)c2cc(CCC)n(C)c(=O)c2c1O	102	107	83	94	89	106	82	90	91
7	CC(=O)OC(COC(c1ccccc1)(c1ccccc1)c1ccccc1)Cn1cnc2c1c(=O)n(C)c(=O)n2C (centres undefined)	88	96	107	92	86	123	94	89	85

# Additional records follow.
11: COc1cc(/C=C2\Oc3cc(OCCCN4CCCC4)ccc3C2=O)cc(OC)c1
12: COc1ccc(C(=O)Nc2ncc(Cc3ccc(F)cc3)s2)cc1
13: CC(C)CSc1nc(NNC(N)=S)c(C#N)c(-c2ccccc2)n1
14: Cc1ccc(-c2nc(C#N)co2)cc1
15: Cc1ccc(C(=O)N2CCN(c3ccc(NC(=O)c4cccs4)cc3)CC2)cc1
Compound	11	12	13	14	15
NCI/ADR-RES	81	7.1*	92	102	90
NCI-H460	-71*	6.6*	101	107	109
SK-OV-3	.	45	103	93	105
NCI-H23	70	31	95	108	100
NCI-H322M	77	35	103	105	98
COLO 205	71	-16*	120	109	104
NCI-H226	.	41	95	106	89
IGROV1	51	18	107	108	106
NCI-H522	77	-5.3*	88	95	61

16: C/C(=N/O)c1ccc(NC(=O)C(C)N2CCN(c3cc4c(cc3F)c(=O)c(C(=O)O)cn4C3CC3)CC2)cc1 (centres undefined)
17: Nc1[nH]c(=S)nc2c1nnn2-c1ccc(S(N)(=O)=O)cc1
18: COc1cc(C)cc2oc3oc(=O)c(C(=O)c4cc5ccccc5o4)cc3c(=O)c12
19: COc1ccc2cc(-c3nn(-c4ccc(C(=O)O)cc4)cc3CO)ccc2c1
20: COc1cccc(-c2cnco2)c1OCc1c(C)c(COc2c(OC)cccc2-c2cnco2)c(C)c(COc2c(OC)cccc2-c2cnco2)c1C
Compound	16	17	18	19	20
NCI/ADR-RES	111	102	103	100	81
NCI-H460	102	101	102	99	52
SK-OV-3	92	88	87	107	.
NCI-H23	96	95	95	98	72
NCI-H322M	.	98	99	97	71
COLO 205	114	104	106	114	83
NCI-H226	93	90	77	100	22
IGROV1	106	100	85	99	80
NCI-H522	92	86	88	83	34

21: Cc1c(C(CC(=O)O)c2ccccc2)c(=O)[nH]n1-c1ccccc1 (centres undefined)
22: CCn1cc(C(=O)N/N=C/c2ccc(Br)cc2)c(=O)c2cc(F)c(N3CCNC(C)C3)c(F)c21 (centres undefined)
23: COc1ccc(NC(=O)CCCCCCNC(=O)C(O)(O)C(F)(F)F)cc1
24: COc1cc(/C=C/C(=O)c2ccc(F)cc2)ccc1Oc1nc(Nc2ccc(F)cc2)nc(N(C)C)n1
25: COc1cc2ncnc(Nc3ccc(F)c(Cl)c3)c2cc1OCC(=O)N1CCN(c2ccc([N+](=O)[O-])cc2)CC1
Compound	21	22	23	24	25
NCI/ADR-RES	105	83	50	51	91
NCI-H460	104	-51*	40	70	99
SK-OV-3	100	109	4.1*	103	115
NCI-H23	97	91	53	67	96
NCI-H322M	100	86	66	79	54
COLO 205	116	32	9.6*	118	102
NCI-H226	96	97	84	54	99
IGROV1	103	71	62	94	56
NCI-H522	85	78	0.9*	62	76

26: COc1ccc(/C=N/NC(=O)c2cnn3c2N(C(C)=O)C(c2ccccc2)C3)cc1OC1CCCC1 (centres undefined)
27: O=C(CSc1nnc(-c2ccc(-c3nc4ccc(Cl)cc4[nH]3)cc2)o1)Nc1ccc(Cl)cc1
28: Cc1ccc2c(c1)nc(-c1ccccc1)n2CC(=O)N=Nc1c(O)[nH]c2ccc(Br)cc12
29: CCCC(O)Cn1ncc(C(=O)OCC)c1NC(=O)NCc1cccc(F)c1 (centres undefined)
30: N#CC1=C(O)C(=O)/C(=C(\O)c2ccccc2)C1c1ccccc1 (centres undefined)
Compound	26	27	28	29	30
NCI/ADR-RES	97	11	-70*	95	111
NCI-H460	99	-76*	-22*	107	106
SK-OV-3	.	81	-32*	100	101
NCI-H23	97	-12*	-80*	91	99
NCI-H322M	97	33	-46*	93	104
COLO 205	.	45	-63*	111	124
NCI-H226	.	-38*	-72*	112	102
IGROV1	100	51	-78*	97	123
NCI-H522	80	-1.2*	-61*	59	108

# 5 compounds drawn at random from the list so far, as already listed:
26: COc1ccc(/C=N/NC(=O)c2cnn3c2N(C(C)=O)C(c2ccccc2)C3)cc1OC1CCCC1 (centres undefined)
18: COc1cc(C)cc2oc3oc(=O)c(C(=O)c4cc5ccccc5o4)cc3c(=O)c12
9: COc1ccc(C2=Nn3c(nnc3-c3cc(OC)ccc3OC)SC2)cc1
2: COCCNC(=O)Cc1c(-c2ccccc2)oc2cc(OC)c(OC)c(OC)c12
17: Nc1[nH]c(=S)nc2c1nnn2-c1ccc(S(N)(=O)=O)cc1
Compound	26	18	9	2	17
NCI/ADR-RES	97	103	120	103	102
NCI-H460	99	102	110	116	101
SK-OV-3	.	87	100	106	88
NCI-H23	97	95	110	98	95
NCI-H322M	97	99	107	106	98
COLO 205	.	106	104	120	104
NCI-H226	.	77	96	106	90
IGROV1	100	85	106	108	100
NCI-H522	80	88	74	97	86

# Remaining list, next part:
31: ClCC[n+]1ccccc1
32: COc1ccc(Sc2ccc3[nH]c(=O)nc(N)c3c2)cc1
33: CC(=O)c1cc(-c2ccc(Cl)cc2)nc2ccccc12
34: CC(=O)c1cccc(OCCCCOc2cccc(C(C)=O)c2)c1
35: COc1cc2c(cc1OC)-c1cc(=O)[nH]c(=O)n1CC2
Compound	31	32	33	34	35
NCI/ADR-RES	110	103	89	107	104
NCI-H460	111	106	93	104	109
SK-OV-3	104	104	111	107	115
NCI-H23	106	101	85	103	99
NCI-H322M	129	96	98	101	99
COLO 205	.	106	103	115	114
NCI-H226	110	.	82	95	96
IGROV1	126	109	.	104	109
NCI-H522	100	100	89	94	95

36: COc1ccc(S(=O)(=O)NC2C3c4ccccc4C(c4ccccc43)C2O)c(OC)c1 (centres undefined)
37: CCOC(=O)c1ccc(Nc2ncnc3ccc(NC(=O)c4ccccc4)cc23)cc1
38: O=Cc1cc(I)c(O)c(I)c1
39: CCCc1nc2sc3c(c2c(=O)n1NC(=O)c1ccc(C#N)cc1)CCCC3
40: CCOC(=O)COc1ccc(/C=N/NC(=O)Cn2c(C(C)C)nc3ccccc32)cc1OC
Compound	36	37	38	39	40
NCI/ADR-RES	98	87	114	88	106
NCI-H460	109	95	115	104	108
SK-OV-3	115	100	102	86	103
NCI-H23	106	84	109	95	100
NCI-H322M	105	96	96	105	105
COLO 205	110	104	110	108	121
NCI-H226	102	78	109	94	108
IGROV1	106	103	101	.	116
NCI-H522	93	73	92	83	103

41: O=c1oc2ccccc2cc1/C(CS(=O)(=O)c1ccccc1)=N/Nc1ccccc1
42: O=C(NC1CCOC1=O)OCc1ccccc1 (centres undefined)
43: O=C(COc1ccccn1)Nc1cc(O)c2c(=O)cc(-c3ccccc3)oc2c1
44: CNCC1COC(c2ccccc2)(c2ccccc2)O1 (centres undefined)
45: C#CCOc1cccc(-c2ncnc3cc(NC(=O)CCl)ccc23)c1
Compound	41	42	43	44	45
NCI/ADR-RES	98	103	102	102	1.2*
NCI-H460	100	114	100	109	-19*
SK-OV-3	.	103	119	99	51
NCI-H23	93	104	106	100	10
NCI-H322M	98	125	93	.	72
COLO 205	.	107	113	116	-82*
NCI-H226	.	.	101	103	-11*
IGROV1	101	124	96	106	-54*
NCI-H522	92	103	91	91	-77*

46: COc1ccc2c(c1)sc1nc(-c3ccccc3)c(-c3ccsc3)n12
47: O=c1[nH]c2ncccc2n2cc3ccccc3c12
48: O=C(OCCOCCO)N(c1cccc(Br)c1)c1nc(SCCN2CCOCC2)nc2c1cnn2CC(Cl)c1ccc(Br)cc1 (centres undefined)
49: CCOc1ccc(NC(=O)C2CCCN(C)C2)cc1 (centres undefined)
50: OCCOc1ccccc1C(Cc1ccccc1)N1CCCCC1 (centres undefined)
Compound	46	47	48	49	50
NCI/ADR-RES	9.3*	90	12	149	101
NCI-H460	7.9*	95	8.6*	109	110
SK-OV-3	24	100	25	106	77
NCI-H23	36	86	-0.6*	125	101
NCI-H322M	53	89	51	128	97
COLO 205	3.3*	.	-42*	140	94
NCI-H226	56	98	32	102	107
IGROV1	31	84	32	.	104
NCI-H522	-13*	70	-41*	102	67

51: COC(=O)C(CC(=O)Nc1ccc(C(=O)N2CCOCC2)cc1)c1ccc(C(F)(F)F)cc1 (centres undefined)
52: O=S(=O)(c1ccc(Cl)cc1)N1CCN(c2nccc(-c3c(-c4cccc(F)c4)nc4sccn34)n2)CC1
53: O=[N+]([O-])c1ccc(N/N=C/c2cccc(O)c2)nc1
54: COc1cc(OC)c(C(=O)/C=C/c2ccc3c(Cl)cc(Cl)c(O)c3n2)c(OC)c1
55: Cc1[nH]c2ccccc2c1C(C[N+](=O)[O-])c1ccccc1 (centres undefined)
Compound	51	52	53	54	55
NCI/ADR-RES	105	77	105	46	101
NCI-H460	106	92	104	29	101
SK-OV-3	107	148	109	92	127
NCI-H23	99	87	99	.	97
NCI-H322M	102	89	103	61	100
COLO 205	107	96	127	98	113
NCI-H226	91	82	100	87	100
IGROV1	93	71	94	53	100
NCI-H522	97	87	60	56	85

56: Cc1ccc(/C=C/c2nn3c(-c4ccco4)nnc3s2)cc1C
57: COC(=O)C(=O)C1CSC2=C(CS(=O)(=O)c3ccccc32)C1=O (centres undefined)
58: O=C(CN1CCN(c2cc(=O)n(-c3ccccc3)c3ccccc23)CC1)Nc1ccc(F)cc1
59: Cc1cc(C)c(S(=O)(=O)Nc2ccccc2)c(C)c1
60: CC(C)NCCCCCSc1ccnc(N)n1
Compound	56	57	58	59	60
NCI/ADR-RES	108	106	64	110&99	95
NCI-H460	104	118	71	106&106	135
SK-OV-3	116	105	79	107&100	92
NCI-H23	.	100	58	106&103	92
NCI-H322M	97	102	84	117&100	87
COLO 205	126	118	85	105&108	95
NCI-H226	106	100	64	90&100	104
IGROV1	98	107	60	114&114	106
NCI-H522	104	108	66	100&88	91

61: CC(C)CCS(=O)(=O)O
62: O=[N+]([O-])c1ccc(O)cc1Br
63: COc1cc(C(=O)/C=C/c2sc(N(C)Cc3ccccc3)nc2Cl)cc(OC)c1OC
64: COC(=O)c1ccc(O)c(CN2CCN(c3cc4c(cc3F)c(=O)c(C(=O)O)cn4C3CC3)CC2)c1
65: CC(=O)c1c(C)nc(-c2cc(C)cc(Cl)c2)nc1-c1cccc(Oc2ccccc2)c1
66: COc1ccc2nc(N=Nc3c(N)nc(N)[nH]c3=O)sc2c1
67: CCC1SC2=NCCN2C1(O)c1ccc(Cl)cc1 (centres undefined)
68: N#Cc1c(-c2cccc(Cl)c2)cc(-c2cccnc2)[nH]c1=O
Compound	61	62	63	64	65	66	67	68
NCI/ADR-RES	109	99	101	107	25	90	61	80
NCI-H460	102	104	100	107	36	114	92	96
SK-OV-3	110	101	102	95	84	85	98	91
NCI-H23	103	95	98	99	86	93	96	86
NCI-H322M	104	105	98	99	91	110	107	94
COLO 205	107	108	113	104	70	103	111	93
NCI-H226	95	93	68	100	84	89	109	88
IGROV1	104	101	100	99	78	67	100	72
NCI-H522	92	91	85	92	59	79	101	76
